Compound activity: PubChem, Sanford-Burnham Center for Chemical Genomics
EBI2 antag: antagonists of human EBI2 receptor; actives 0.81% (n = 360,000); P32249; inhibition, % at 5 µM; EBI2 beta-arrestin recruitment, luminescence, 7a,25-OHC stimulated; AID 651636; in the data active means inhibition above about 38%;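 further: enzyme fragment complementation signal reports receptor beta-arrestin coupling in cells; 0% = agonist plus DMSO wells and 100% = wells without agonist; some results beyond the cut were filed as inactive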
Target sequence (P32249 whole entry, looked up, the tested form may be a part): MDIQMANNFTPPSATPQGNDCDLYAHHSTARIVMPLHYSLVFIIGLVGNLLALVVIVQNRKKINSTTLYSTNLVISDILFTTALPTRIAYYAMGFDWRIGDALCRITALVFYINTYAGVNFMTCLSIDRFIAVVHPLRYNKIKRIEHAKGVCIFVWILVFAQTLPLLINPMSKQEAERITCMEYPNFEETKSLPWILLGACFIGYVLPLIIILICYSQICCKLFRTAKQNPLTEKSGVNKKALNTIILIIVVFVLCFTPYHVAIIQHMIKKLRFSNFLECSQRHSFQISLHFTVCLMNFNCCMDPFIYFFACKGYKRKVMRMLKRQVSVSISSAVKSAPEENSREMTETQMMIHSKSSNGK
CCR6 antagonist: blocks CCL20-driven beta-arrestin recruitment at human CCR6. P51684. CHO-K1 CCR6 PathHunter beta-arrestin, luminescence, CCL20-stimulated. inhibition, % at 20 µM. actives 0.49% (n = 340,000). AID 493098;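 active means compounds whose inhibition of the agonist-driven luminescence signal at 20 µM reaches about 50%, limit read from the data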;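 further: cells stimulated with CCL20 at 14 nM final; plate controls were DMSO with CCL20 for no effect and DMSO without agonist for full effect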
Target sequence (P51684 whole entry, looked up): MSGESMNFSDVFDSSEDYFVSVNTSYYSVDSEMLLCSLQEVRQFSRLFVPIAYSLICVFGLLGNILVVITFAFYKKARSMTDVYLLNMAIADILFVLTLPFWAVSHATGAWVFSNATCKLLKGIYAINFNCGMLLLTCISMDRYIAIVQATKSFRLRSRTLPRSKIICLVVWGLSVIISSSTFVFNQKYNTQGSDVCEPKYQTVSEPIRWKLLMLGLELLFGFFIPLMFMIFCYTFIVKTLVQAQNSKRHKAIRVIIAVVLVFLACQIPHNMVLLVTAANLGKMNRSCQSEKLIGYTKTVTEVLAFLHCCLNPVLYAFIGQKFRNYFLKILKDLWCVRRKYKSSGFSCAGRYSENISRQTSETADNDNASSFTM
Gli-Sufu block: blocks Gli-Sufu signaling in a luciferase reporter. Sufu-KO-LIGHT fibroblasts, Gli luciferase reporter luminescence. inhibition, % at 5 µM. actives 0.74% (n = 340,000);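 active means inhibition above about 55%, limit read from the data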;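 further: 0% = DMSO-treated cells and 100% = wells with medium but no cells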
Numbers without * were called inactive. These rows are one share of the data; rates above refer to the full screens.

SMILES	EBI2 antag	CCR6 antagonist	Gli-Sufu block
O=C(CCC(F)(F)F)N1CCCC(N2CCN(c3cccc(Cl)c3)CC2)C1 (stereo unspecified)	3	7	-6
Cc1noc(C)c1COc1ccc(C(=O)N2CCN(S(=O)(=O)c3ccc(F)cc3)CC2)cc1	0	7	15
Cc1ccc(C(=O)/C=C\C(=O)c2ccc(C)cc2)cc1	-18	18	-5
CSc1ncnc2ncn(C)c12	6	5	-7
Cc1nc2ccc(NC(=O)c3cc([N+](=O)[O-])cc([N+](=O)[O-])c3Cl)cc2s1	-10	97*	-6
Cc1cc(NS(=O)(=O)c2ccccc2)ccc1NS(=O)(=O)c1ccccc1	-1	6	-2
Cc1cccc2cc(CN(CCCO)C(=O)Nc3ccc(Cl)cc3)c(=O)[nH]c12	11	7	-10
Cc1cc2c(=O)oc(-c3ccccc3Br)nc2s1	5	15	9
CN(C(=O)c1cccc(NC(=O)Cc2ccc(NC(=O)C3CCCN(C(=O)c4ccccc4)C3)cc2)c1)C1CCC1 (stereo unspecified)	0	1	5
Cc1cccc(Oc2ncccc2[N+](=O)[O-])c1C	-6	16	3
Cc1cc(/C=N/NC(=O)Cn2c3ccccc3c(=O)c3ccccc32)c(C)n1-c1ccc(Cl)cc1	18	-6	-6
O=C(NCCSSCCNC(=O)c1ccccc1)c1ccccc1	-1	12	1
O=[N+]([O-])c1ccc(-c2cccnc2)cc1	-8	5	3
CCCOc1ccc(C(F)(F)F)cc1NC(=O)CN1C(=O)C(=O)N(CC)C1=O	-11	-6	3
Oc1ccc(Cl)cc1N=Cc1sc2ccccc2c1Cl	-10	3	5
CNC(=O)COC(=O)c1ccccc1C(=O)c1ccc(Cl)c([N+](=O)[O-])c1	18	15	4
Cc1ccc2nc(SCc3nnc(-c4ccccc4[N+](=O)[O-])o3)c(C#N)cc2c1	22	12	9
O=C(CSc1ccc([N+](=O)[O-])cc1)c1ccccc1	8	12	-4
O=C(/C=C/c1ccc(Br)cc1)N1CCN(c2cccc(C(F)(F)F)c2)CC1	94*	19	17
O=C(NCc1ccccc1)c1cccc(NC(=O)C2CC2)c1	-8	3	-4

Marked active in EBI2 antag, among the entries above:
molecule	EBI2 antag	CCR6 antagonist
O=C(/C=C/c1ccc(Br)cc1)N1CCN(c2cccc(C(F)(F)F)c2)CC1	94*	19

Next section.
SMILES	EBI2 antag	CCR6 antagonist	Gli-Sufu block
O=C(NC1CC1)c1cccc(NC(=O)C2CCC2)c1	-6	2	-1
COc1ccc(NC(=O)CN(C)CC(=O)Nc2cccc(F)c2)cc1S(=O)(=O)N1CCCCC1	1	4	10
Oc1c(CN2CCOCC2)cc(CN2CCOCC2)c(O)c1CN1CCOCC1	0	-15	1
C/C(=N/Nc1ccc(C(=O)O)cc1)c1ccc2c(c1)Nc1ccccc1S2	-21	-2	-12
Cc1ccc(NC(=O)C(C)S)cc1 (stereo unspecified)	13	12	5
CC(C)C12NC(=O)NC(=O)N1CCS2 (stereo unspecified)	1	19	-6
Cc1ccc(CSc2ncnc3c2cnn3-c2ccc(C)cc2)cc1	10	3	-70
Clc1ccc2nc(-c3ccccc3)nc(C(Cl)Cl)c2c1	10	-4	45
O=C(Nc1cccc(N=Cc2cc(Br)cc(Br)c2O)c1)c1ccco1	-19	12	-13
CC(C)C[C@H]1CNC(=S)N1CC1CCN(CCCC2CCCCC2)CC1	-6	0	24
CC(=O)C1CCC2C3CC=C4CC(SC(=N)N)CCC4(C)C3CCC12C (stereo unspecified)	8	5	3
Cc1ccc(C2(CCNC(C)c3cccs3)CCOC(C(C)C)C2)cc1 (stereo unspecified)	-1	-1	13
Nc1ccn(C2OC(COP(=O)(O)O)C(O)C2O)c(=O)n1 (stereo unspecified)	-7	7	40
O=C(NNC(=O)c1ccccc1O)c1ccccc1O	-3	25	-45
O=C1c2ccccc2C(=O)N1c1nccs1	3	12	9
O=C(CCl)N(Cc1cccc([N+](=O)[O-])c1)c1cccc(Cl)c1	-3	1	-2
CCN(CC)S(=O)(=O)c1ccc(N2CCOCC2)c(NC(=O)c2cc(-c3ccccn3)nc3ccccc23)c1	-18	10	25
CCOc1ccc2[nH]c(=O)c(CN(CCc3ccccc3)C(=O)N3CCOCC3)cc2c1	-2	9	-8
O=C1CC[C@@H]2C[C@@]3(C[C@@H]4CCN1[C@H]24)Nc1cc([N+](=O)[O-])ccc1NC3=NCc1ccccc1	5	33	8
CC(=O)Nc1ccc(-c2csc(Nc3cccc(C)n3)n2)cc1	12	-5	-83
Cc1nc(N2CCN(S(=O)(=O)c3ccccc3)CC2)c2c3c(sc2n1)CC(C)CC3 (stereo unspecified)	39	9	-25
CN(C(=O)c1cccc(NC(=O)Cc2ccc(NC(=O)C3CCCN(C(=O)CCc4ccccc4)C3)cc2)c1)C1CC1 (stereo unspecified)	-5	7	11
C=CCn1c(C)cc(-c2csc(NC)n2)c1C	9	16	16
O=C1CN(C(=O)/C=C/c2ccc(Br)cc2)CCN1	16	9	-3
O=Cc1ccccc1OS(=O)(=O)c1ccccc1	-15	5	-3
O=c1cc(S(=O)(=O)Cc2ccccc2)[nH]c(=O)[nH]1	1	9	0
c1ccc2c(c1)-c1nc3ccccc3cc1C2N1CCOCC1 (stereo unspecified)	2	5	0
CCCN(CC(=O)Nc1ccc(F)c(F)c1F)C(=O)CN1C(=O)NC2(CCCCC2)C1=O	4	7	1
O=[N+]([O-])c1cccc(COc2ccccc2CN2CCOCC2)c1	3	11	10
C=CCn1c(SCC(=O)c2[nH]c(C)c(C(=O)OCC)c2C)nc2scc(-c3ccc(OC)c(OC)c3)c2c1=O	-11	-13	16
Cc1cc(N2CCN(C(=O)c3ccco3)CC2)n2nc(C)c(-c3ccccc3)c2n1	7	5	7
c1ccc(CCCCc2ccncc2)cc1	16	-2	-9
CC(CCc1ccccn1)C(=O)c1ccccc1 (stereo unspecified)	3	10	-6
CNc1nc(-c2ccc3c(c2)CCN3C(=O)c2ccc(F)cc2)cs1	-3	16	-2
O=c1c(O)c(-c2ccccc2)oc2ccccc12	12	26	-9
S=c1nc[nH]c2c1ncn2-c1ccc(Cl)cc1	3	0	5
Nn1cnnc1N/N=C\c1ccc(-c2ccccc2[N+](=O)[O-])o1	6	5	5
COc1ccccc1/C=N/n1c(N)c(C(=O)NC2CCCCC2)c2nc3ccccc3nc21	23	1	5
N#C/C(=C\c1ccc(OC(=O)c2ccccn2)cc1)C(N)=O	2	14	0
O=C(OCC12CC3CC(CC(C3)C1)C2)c1ccc(NCc2cc(O)ccc2O)cc1	9	-11	78*
COc1ccc(OC)c2nc3c(C(=O)NCCN(C)C)cccc3nc12	0	12	-35
CN(NS(=O)(=O)c1ccccc1)C(=O)c1ccccc1	5	8	5
CCc1nnc(NC(=O)c2cc(S(=O)(=O)N3CCN(CC)CC3)ccc2Cl)s1	-8	-1	-8
Cc1ccc(S(=O)(=O)N2CCOCC2)cc1NC(=O)COC(=O)c1ccc(Br)o1	-5	3	-6
S=C1NCC(c2ccccc2)S1 (stereo unspecified)	0	-1	-1
COc1cccc(Oc2c(C)oc3c(CN4CCOCC4)c(O)ccc3c2=O)c1	-1	-7	-19
C#CCOCCOCCOCCNc1nc(N2CCN(C(=O)Cn3cc(CC(C)O)nn3)CC2)nc(N2CCN(C(=O)[C@H](CCCCN)n3cc(CCCC)nn3)CC2)n1 (stereo partly specified)	-6	4	-19
CCOc1ccc(Cn2c3ccc(OC)cc3c3nc4ccccc4nc32)cc1	-9	-2	-2
CN(CC(=O)Nc1ccc(Cl)c(C(F)(F)F)c1)C(=O)c1ccc(S(=O)(=O)N2CCOCC2)cc1	2	14	-7
COc1ccc(NC(=O)N(C2CCCCC2)C2CCN(C(C)C)CC2)c(OC)c1	5	8	15
(next part)
SMILES	EBI2 antag	CCR6 antagonist	Gli-Sufu block
COc1ccc(C(C(O)C(=O)c2c[nH]c3ccccc23)N2CCN(c3ccccc3)CC2)cc1 (stereo unspecified)	0	-3	-10
CCOC(=O)c1nc(Nc2ccc(Nc3ccccc3)cc2)c2ccccc2n1	-24	-18	24
O=C(Cc1csc(N2CCOCC2)n1)N/N=C/c1ccc(O)c(O)c1O	-7	-11	-7
Cc1cc(C)c2c(n1)nn1c(N3CCN(Cc4ccccc4)CC3)cc(C)nc21	-16	-2	-35
O=C(Nc1ccccc1)Nc1ccccc1	-2	-3	-55
CN/N=C(\Cc1nc2ccccc2[nH]1)c1ccc([N+](=O)[O-])cc1	2	19	-21
CC(C)(C)OC(=O)N(CCc1ccccc1)Cc1ccc(OCc2cccc(NC(=O)C3CCCC3)c2)cc1	7	7	3
O=C(NC1CCCCC1)C(c1cccnc1)N(C(=O)CCl)c1ccc(F)cc1 (stereo unspecified)	-13	-2	7
CN(C)C(=O)c1ccc(N=Nc2c(O)c3ccccc3[nH]c2=O)cc1	4	4	3
O=C1C(O)CCN1Cc1ccccc1 (stereo unspecified)	6	3	-1
OCCC1CN(CCCn2cccn2)CCN1C1CCCCC1 (stereo unspecified)	-5	5	1
C[C@H](O)[C@@H]1C(=O)N2CCc3ccc(N4CCOCC4)cc3[C@@H]2C[C@@H]1N(C)C(=O)Nc1ccccc1	-4	2	-14
CCOc1ccc(CCN2C(=S)N([C@@H](CC(C)C)CN3CCCC3CN3C(=S)NC[C@@H]3CC(C)C)C[C@@H]2Cc2ccccc2)cc1 (stereo partly specified)	1	20	2
O=C(NCCCN1C(=O)c2ccccc2C1=O)OCc1ccccc1	-6	9	2
CCN(c1ccc(NC(=O)COC(=O)C2CCN(c3ccc(C(F)(F)F)cn3)CC2)cc1)C(C)C	-4	4	-11
O=C1C(c2ccccc2)c2ccccc2N1Cc1ccccc1 (stereo unspecified)	11	24	12
COc1cccc(NC(=O)c2ccc(NCCCN3CC(C)CC(C)C3)c([N+](=O)[O-])c2)c1 (stereo unspecified)	2	32	17
COc1cc2[nH]c(=S)nc(NCCc3ccc(C)cc3)c2cc1OC	17	2	47
O=c1[nH]cnc(O)c1Nc1cccc(Cl)c1	-5	-2	-1
CCCN(CC(=O)Nc1ccccc1C)C(=O)Cc1c[nH]c2ccccc12	-3	16	-6

3 compounds drawn at random from those above, as already listed:
SMILES	EBI2 antag	CCR6 antagonist	Gli-Sufu block
C[C@H](O)[C@@H]1C(=O)N2CCc3ccc(N4CCOCC4)cc3[C@@H]2C[C@@H]1N(C)C(=O)Nc1ccccc1	-4	2	-14
O=C1C(c2ccccc2)c2ccccc2N1Cc1ccccc1 (stereo unspecified)	11	24	12
O=c1[nH]cnc(O)c1Nc1cccc(Cl)c1	-5	-2	-1

Carrying on.
SMILES	EBI2 antag	CCR6 antagonist	Gli-Sufu block
OCC1OC(n2cnc3c(N4CCCCC4)ncnc32)C(O)C1O (stereo unspecified)	-13	0	-2
O=C(CCCc1ccccn1)c1ccccc1	-6	1	-67
Cc1oc(-c2cccs2)nc1CNC[C@H]1O[C@@H](n2cnc(C(N)=O)n2)[C@H](O)[C@@H]1O	0	4	5
O=C1C=C(OCc2ccccc2)CN1	3	5	3
Cc1ccc(C(C)C)cc2c(C)ccc1-2	4	19	0
NC(=O)c1ncn([C@@H]2O[C@H](CNCc3ccc(-c4cc(C(F)(F)F)ccc4Cl)o3)[C@@H](O)[C@H]2O)n1	-6	6	-1
CS(=O)(=O)N1CCC2CC1c1cc(-c3ccccc3)ccc12 (stereo unspecified)	6	3	-4
COC1OC2COC(c3ccccc3)OC2C(=O)C1NC(=O)c1ccccc1 (stereo unspecified)	-3	11	-16
O=C1CSC(=S)N1N=Cc1ccccc1O	-11	5	-12
O=C(OCCOc1ccccc1Cl)c1cc(S(=O)(=O)N2CCCCC2)ccc1N1CCOCC1	15	5	31

Among those listed so far, five have a furan ring, fused or not.
SMILES	EBI2 antag	CCR6 antagonist	Gli-Sufu block
O=C(Nc1cccc(N=Cc2cc(Br)cc(Br)c2O)c1)c1ccco1	-19	12	-13
Cc1cc(N2CCN(C(=O)c3ccco3)CC2)n2nc(C)c(-c3ccccc3)c2n1	7	5	7
Nn1cnnc1N/N=C\c1ccc(-c2ccccc2[N+](=O)[O-])o1	6	5	5
Cc1ccc(S(=O)(=O)N2CCOCC2)cc1NC(=O)COC(=O)c1ccc(Br)o1	-5	3	-6
NC(=O)c1ncn([C@@H]2O[C@H](CNCc3ccc(-c4cc(C(F)(F)F)ccc4Cl)o3)[C@@H](O)[C@H]2O)n1	-6	6	-1

The results go on.
SMILES	EBI2 antag	CCR6 antagonist	Gli-Sufu block
COc1ccccc1NC(=S)NN=C(C)c1ccccn1	19	5	85*
CC(C(C(=O)N1CCCCC1)N1CCCCC1)N1CCCCC1 (stereo unspecified)	0	10	4
COc1ccc(C=NNc2nc3ccccc3s2)cc1	-2	-16	-101
O=C(O)C1(Nc2ccccc2Cl)CCCC1	-5	5	6
O=C(NC(=S)N1CCCc2ccccc21)c1ccc(Cl)cc1	-8	-3	-24
COc1cc(NS(=O)(=O)c2ccc(NC(=S)NC(=O)c3sc4ccccc4c3Cl)cc2)ncn1	-2	28	-2
O=C(NC1CC1)c1cccc(NC(=O)C2CC2)c1	-12	-2	-8
CN(Cc1ccccc1)C(=O)c1cccc(NC(=O)Cc2ccc(NC(=O)C3CCN(C(=O)C4CCCCC4)CC3)cc2)c1	-6	4	-2
CCOC(=O)c1ccc(NC(=O)CN2CCN(CCN=CC3=C(O)CC(C)(C)CC3=O)CC2)cc1	6	7	6
Cc1nc2cc(N3CCCCC3)c(NC(=O)c3ccncc3)cc2c(=O)n1Cc1ccccc1	-1	3	-2
COC(=O)CCN1CCC2CC1c1cc(-c3cccc(C)c3)ccc12 (stereo unspecified)	-4	-4	-34
CCN(CC)CCC(O)(c1ccc2c(c1)OCO2)c1cc(OC)c(OC)c(OC)c1 (stereo unspecified)	-11	-7	-8
Cc1cc(C)[n+]2[nH]c(N)c(N=Nc3ccccc3)c2n1	-6	-1	-3
